Efflux pump mplx – inhibitors of Candida efflux pumps in yeast, primary screen, S. cerevisiae, Nile Red, multiplex. S. cerevisiae Candida pump triplex. inhibition, % at 10 µM. 330,000 compounds, 0.44% hits;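 active = plate passing quality check with inhibition over a set limit, or well fluorescence over plate mean plus 4 SD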;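 also: Nile Red retained in pooled yeast measured as flow cytometry median fluorescence; 0% = buffer negative control and 100% = Enniatin B positive control; higher means more Nile Red kept so more efflux inhibition; some compounds called inactive have numbers as strong as hits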
Fh CTSL1 inh – Fasciola hepatica cathepsin L1 inhibitors, primary screen, counter-screen for PFM18AAP inhibitor project, biochemical, QFRET, fluorogenic peptide substrate | 300,000 compounds, 0.49% hits | inhibition, % at 5.96 µM | recombinant F. hepatica cathepsin L1, Z-Leu-Arg-MCA fluorescence;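 active = inhibition above the mean of all tested compounds plus 3 SD, set per screening campaign, cut at about 17% in these data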;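 also: 0% = plate median of test compound wells and 100% = 1 µM Z-Phe-Ala-diazomethylketone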
LYPLA2 inh – LYPLA2 inhibitors, primary screen, counter-screen for PME1 inhibitor project, biochemical, fluorescence polarization, FP-Rh probe ABPP | Acyl-protein thioesterase 2 (Homo sapiens), O95372 | recombinant LYPLA2 | inhibition, % at 5.9 µM | 320,000 compounds, 0.38% hits | AID 2177, 2009;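 active = inhibition above the screen-wide mean plus 3 SD, limit set per campaign, cut at about 26% in these data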;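 also: 0% = LYPLA2 with DMSO and 100% = wells lacking LYPLA2 enzyme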
Target sequence (O95372 whole entry, looked up): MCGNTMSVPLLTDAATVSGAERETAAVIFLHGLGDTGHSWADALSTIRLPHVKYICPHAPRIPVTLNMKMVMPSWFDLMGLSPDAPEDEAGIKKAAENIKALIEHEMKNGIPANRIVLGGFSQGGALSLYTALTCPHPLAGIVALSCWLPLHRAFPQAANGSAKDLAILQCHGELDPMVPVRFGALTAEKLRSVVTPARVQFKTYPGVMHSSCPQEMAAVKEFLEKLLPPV
TPT1 inhibitor – Candida albicans TPT1 enzyme inhibitors, primary screen, biochemical, fluorescence polarization; inhibition, % at 5 µM; recombinant caTPT1, FP RNA substrate dephosphorylation; 300,000 compounds, 0.81% hits;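 active = inhibition above the mean of all tested compounds plus 3 SD, set per screening campaign, cut at about 24% in these data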;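 also: plate controls were DMSO alone for no effect and ferristatin control at 100 nM for full effect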
PP5 primary – PP5 phosphatase inhibitors, primary screen, biochemical, fluorescence; AID 1987, 2009; 320,000 compounds, 0.18% hits; purified PP5c, OMFP substrate fluorescence; inhibition, % at 6.7 µM;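 active = inhibition above the campaign's mean inhibition across all tested compounds plus 3 SD, cut at about 9.5% in these data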;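 also: 0% = DMSO only and 100% = 100 µM cantharidin control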
GASC-1 inh – inhibitors of GASC-1 histone demethylase, primary screen, biochemical, fluorescence, DELFIA europium; Lysine-specific demethylase 4C (Homo sapiens), Q9H3R0; GST-JMJD2C(1-420) H3K9me3 demethylation; inhibition, % at 2.35 µM; 330,000 compounds, 0.069% hits;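 active = more than half of a compound's replicate wells show inhibition beyond 50%, single wells judged on their own value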;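 also: signal counts dimethyl H3K9 product captured on neutravidin plate; 0% = median of DMSO wells and 100% = 0.3 times that DMSO median; strong numbers were not always called active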
Target sequence (Q9H3R0 1-420 limits assumed): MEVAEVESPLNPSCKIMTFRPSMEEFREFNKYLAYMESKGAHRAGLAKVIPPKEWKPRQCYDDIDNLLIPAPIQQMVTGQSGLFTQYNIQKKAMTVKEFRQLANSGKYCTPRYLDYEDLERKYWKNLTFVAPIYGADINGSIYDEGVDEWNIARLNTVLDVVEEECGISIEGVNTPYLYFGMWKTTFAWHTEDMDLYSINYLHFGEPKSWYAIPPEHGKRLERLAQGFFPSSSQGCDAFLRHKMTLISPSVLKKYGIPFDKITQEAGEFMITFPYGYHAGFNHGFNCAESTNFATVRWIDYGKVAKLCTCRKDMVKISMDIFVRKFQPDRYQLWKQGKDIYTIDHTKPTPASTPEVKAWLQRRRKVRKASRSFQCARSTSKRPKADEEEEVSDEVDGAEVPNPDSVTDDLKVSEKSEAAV
PP1 counter – PP1-alpha phosphatase inhibitors, primary screen, counter-screen for PP5 inhibitor project, biochemical, fluorescence, OMFP substrate, single point. purified PP1alpha. inhibition, % at 6.7 µM. 320,000 compounds, 0.9% hits;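 active = inhibition above the mean inhibition of all tested compounds plus 3 SD, computed separately for each screening campaign, cut at about 15% in these data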
Target sequence (P62136 whole entry, looked up): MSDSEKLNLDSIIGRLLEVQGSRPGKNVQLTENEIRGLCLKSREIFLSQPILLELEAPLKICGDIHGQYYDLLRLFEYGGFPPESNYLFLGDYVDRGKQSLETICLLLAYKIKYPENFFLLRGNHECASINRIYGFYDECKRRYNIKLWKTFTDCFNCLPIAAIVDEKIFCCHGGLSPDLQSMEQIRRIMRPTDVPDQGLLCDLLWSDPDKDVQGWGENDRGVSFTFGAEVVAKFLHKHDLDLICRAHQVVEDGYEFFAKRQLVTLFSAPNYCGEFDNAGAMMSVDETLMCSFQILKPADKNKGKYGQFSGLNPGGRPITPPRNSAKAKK
core dimer inh – inhibitors of HCV core protein dimerization, primary screen, biochemical, TR-FRET, high-throughput. TR-FRET GST/Flag-core106 dimerization, 1536-well. inhibition, % at 5 µM. 300,000 compounds, 0.33% hits. AID 1899, 2009;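 active = inhibition above the mean of all tested compounds plus 3 SD, set per screening campaign, cut at about 45% in these data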
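assay system = GST-tagged and Flag-tagged HCV core protein residues 1-106 | controls = unlabelled core106 and no-GST-core106 wells | incubation = compound-protein-antibody incubation 4 h at 22.5 °C | probe or stimulus = Eu donor and XL665 acceptor anti-tag antibodies | read-out = % inhibition based on acceptor/donor emission ratio | signal = TR-FRET 671 and 617 nm emission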
PREPL inh – PREPL enzyme inhibitors, primary screen, biochemical, fluorescence polarization; recombinant PREPL, fluorescence polarization activity-based probe; Prolyl endopeptidase-like (Homo sapiens), Q4J6C6; 320,000 compounds, 0.68% hits; inhibition, % at 5.96 µM; in the data active = inhibition above about 43%;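 also: 0% = enzyme with DMSO and 100% = wells lacking enzyme; many of its hits are not listed in these tables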
Starred values were filed as active, the others as inactive; / = not tested or not shown.

Compound	Efflux pump mplx	Fh CTSL1 inh	LYPLA2 inh	TPT1 inhibitor	PP5 primary	GASC-1 inh	PP1 counter	core dimer inh	PREPL inh
COc1ccc(NC2CCCN(C(=O)c3cn(C)c4ccccc34)C2)cc1 (configuration not stated)	0.0	3.2	1.8	-2.0	4.3	-0.1	-1.1	3.4	5.1
Cc1sc2nc(SCc3ccccc3)n(Cc3ccco3)c(=O)c2c1C	-0.2	-0.5	10.7	15.7	1.6	-25.4	1.4	-4.7	14.8
O=C(C1=C[C@H](c2ccccc2)C[C@H](OCCCCO)O1)N1CCN(Cc2ccc3c(c2)OCO3)CC1	0.0	-2.9	3.8	0.0	2.8	5.7	2.0	-3.4	22.3
COc1ccc(/C=C/C(=O)Nc2ccc(S(=O)(=O)N3CCOCC3)cc2)c(OC)c1	-0.2	/	-46.3	/	0.6	/	-2.2	/	7.1
CN(CCCNC(=O)C1CCC(CNS(=O)(=O)c2ccccc2)CC1)Cc1ccccc1 (configuration not stated)	-0.2	2.3	4.9	-3.7	1.5	2.3	-0.9	-9.9	1.0
Cc1ccc(-c2noc(CCC(=O)NCCCN3CCN(c4cccc(Cl)c4)CC3)n2)cc1	0.1	-1.5	11.5	-2.1	6.3	3.8	1.4	-12.7	-37.6
Cn1cccc1/C=N\NC(=O)c1cncc(Br)c1	0.0	2.1	-1.1	-1.4	-0.6	-2.2	-1.4	1.7	-1.1
CC12CCC(C(=O)N3CCCc4ccccc43)(CC1=O)C2(C)C (configuration not stated)	0.0	-1.9	4.7	-0.5	1.4	5.8	-4.0	9.1	-7.1
COC(=O)C1CCN(C(=O)Cc2ccc(C)cc2)CC1	0.0	1.5	-6.4	2.7	-0.6	1.4	2.4	-1.0	0.0
CC(C)(C)NC1=CC(=O)OC12CCCCC2	0.0	-1.6	11.3	0.3	-1.3	16.4	-4.1	-5.0	11.3
CC1CCc2nn(CC(=O)NCCN3CCCCC3C)cc2C1 (configuration not stated)	-0.1	-0.1	-1.1	-3.4	0.8	-14.0	-3.4	-2.3	4.8
CC1CC(C)CN(C(=O)CCNS(=O)(=O)c2cccs2)C1 (configuration not stated)	0.1	0.9	-6.4	7.0	1.7	-12.3	-7.2	-15.0	16.2
CN1CCN(C(=O)Nc2ccccc2)CC1	-0.3	1.5	11.4	-0.3	2.1	-5.2	-0.6	1.6	0.1
O=C(O)CN1C(=O)CC(c2ccccc2)CC1=O	0.2	3.7	3.4	1.1	-0.8	-9.9	-2.3	-6.7	11.5
Cc1ccc(-n2nc(C(=O)O)nc2-c2ccccc2)cc1	-0.3	0.7	4.1	2.4	-1.3	-9.6	12.0	-4.6	3.3

Two of the compounds above, field by field:
SMILES: O=C(C1=C[C@H](c2ccccc2)C[C@H](OCCCCO)O1)N1CCN(Cc2ccc3c(c2)OCO3)CC1
  Efflux pump mplx: 0.0	Fh CTSL1 inh: -2.9	LYPLA2 inh: 3.8	TPT1 inhibitor: 0.0	PP5 primary: 2.8	GASC-1 inh: 5.7	PP1 counter: 2.0	core dimer inh: -3.4	PREPL inh: 22.3
SMILES: COc1ccc(/C=C/C(=O)Nc2ccc(S(=O)(=O)N3CCOCC3)cc2)c(OC)c1
  Efflux pump mplx: -0.2	Fh CTSL1 inh: /	LYPLA2 inh: -46.3	TPT1 inhibitor: /	PP5 primary: 0.6	GASC-1 inh: /	PP1 counter: -2.2	core dimer inh: /	PREPL inh: 7.1

(listing goes on)
Compound	Efflux pump mplx	Fh CTSL1 inh	LYPLA2 inh	TPT1 inhibitor	PP5 primary	GASC-1 inh	PP1 counter	core dimer inh	PREPL inh
Cc1ccc(C2C(C#N)=C(N)OC3=C2C(=O)CCC3)s1 (configuration not stated)	0.1	-0.8	0.6	-6.5	1.3	-6.0	-1.1	-1.8	-4.8
Cc1ccc(S(=O)(=O)N2CCCCC2C(=O)N(C)c2ccccc2)cc1 (configuration not stated)	0.3	1.9	0.2	-0.5	2.5	-18.6	-7.5	1.6	20.8
CN(c1ccccc1)S(=O)(=O)c1cccc(C(=O)Nc2ncn[nH]2)c1	0.1	-1.0	-1.9	-0.9	-2.4	9.5	15.1	-18.2	18.7
CCNc1nc(NC(C)C)nc(N(C#N)C(C)C(=O)N(CC)CC)n1 (configuration not stated)	0.0	9.7	-5.9	0.8	-2.3	5.8	-4.2	1.9	4.2
COc1ccc(S(=O)(=O)NC(C)C(=O)Nc2ccccc2F)cc1 (configuration not stated)	-0.1	4.4	-3.0	3.4	-1.5	0.8	-0.6	3.0	10.4
Cc1noc2ncnc(Oc3ccccc3)c12	0.0	-2.3	5.6	-1.1	1.1	6.8	-3.4	-4.8	5.4
COc1ccc2cc(C(=O)C3CCCN(C(=O)/C=C/c4ccccn4)C3)ccc2c1 (configuration not stated)	0.4	3.7	-13.1	2.3	-6.0	0.3	-8.2	3.7	22.5
COc1ccc(/C=N/NC(=O)c2ccco2)cc1Cn1nc(C)cc1C	0.0	-7.9	5.3	3.5	1.3	-5.1	-3.9	6.3	-34.1
Cc1cccc(Oc2nc3ccccn3c(=O)c2/C=C(\C#N)C(=O)NC2CCS(=O)(=O)C2)c1C (configuration not stated)	0.2	-1.2	-0.1	-1.2	1.4	-16.7	-0.6	4.5	-4.5
CC1(C)CN2C(=O)c3ccccc3C2(C)S1 (configuration not stated)	-0.1	-5.4	2.5	-0.9	-0.5	-6.2	-5.3	4.4	7.1
CCCCC1=CC2=CC(=O)C(C)(OC(=O)C3CCCC3)C(=O)C2=CO1 (configuration not stated)	0.4	-1.8	-5.7	22.7	0.6	10.4	1.6	10.8	1.6
Cc1ccc(F)cc1NC(=O)c1cccc(N(C)C)c1	0.0	-6.8	12.6	-1.6	-1.7	-12.2	-2.5	-2.0	-3.4
CCN(CC(=O)NCc1ccc(Cl)cc1)C(=O)CSc1cccc(C(F)(F)F)c1	-0.2	3.6	1.1	-1.9	3.3	0.9	1.9	-4.8	-23.5
O=C(C(Cl)Cl)N1c2ccccc2OCC1c1ccccc1 (configuration not stated)	0.0	1.4	6.4	0.8	0.5	7.1	-1.4	3.6	-7.8
COc1cccc2cc(C(C)N(CCCN3CCOCC3)C(=S)Nc3ccc(C)c(C)c3)oc12 (configuration not stated)	0.4	1.8	-5.9	-1.5	3.9	0.1	-1.4	3.8	8.2
COc1ccc(C2NC(=O)C(C)S2)cc1 (configuration not stated)	0.5	-8.5	1.7	0.7	2.7	-9.9	0.1	1.3	-0.2
CCn1c(COc2cccc3ccccc23)nnc1SCC(N)=O	0.3	-1.1	-2.6	2.0	2.6	-2.8	-6.3	0.8	3.2
S=C(NCc1cccs1)Nc1ccccc1Cl	0.0	2.7	-5.4	0.6	-0.2	14.7	-2.2	1.3	13.5
COc1cccc(CNC(=O)Nc2cccs2)c1	0.0	1.4	7.2	-4.3	-0.6	6.2	0.5	-1.5	12.7
Cc1c(-c2c(C#N)c(N)nc3c2CCCCCC3)cnn1C	0.0	-2.6	-1.2	-4.7	3.3	13.7	3.1	-1.7	13.0
Cc1ccccc1-n1c(SCc2c(C)noc2C)nnc1-c1cccnc1	0.2	-4.4	-1.9	-48.6	2.7	5.0	-1.1	8.8	17.8
Cc1ccc(S(=O)(=O)N(C)c2ccc(C(=O)NCC3CCCO3)cc2)cc1 (configuration not stated)	-0.1	-0.5	-2.3	-0.6	-3.1	4.1	-1.8	-0.9	0.2
COc1ccc(COC(=O)C2=C(C)NC(=O)NC2c2cccc(OC)c2OC)cc1 (configuration not stated)	0.2	-2.0	-1.1	-0.2	1.2	-7.0	-0.1	8.2	-0.8
COc1ccccc1C1CCN(C(=O)c2ccc(C(C)(C)C)cc2)CC1	0.1	0.6	-5.9	0.7	1.9	-16.0	7.0	12.5	3.9
O=C(OCN1C(=O)c2ccccc2C1=O)c1ccc(Cl)nc1	0.2	-17.9	3.6	-1.9	0.2	14.5	1.8	-4.3	0.0
COc1cc(NC(=O)c2ccc(Br)cc2)ccc1NC(=O)c1cc2ccccc2o1	0.1	-6.7	-0.3	-0.8	-0.4	-2.9	-1.4	1.7	-4.5
Cc1cc(C)nc(NC(=O)c2ccc(Cl)cc2[N+](=O)[O-])c1	0.0	0.4	5.1	-3.5	1.0	-0.4	-0.5	2.5	1.2
S=C(Nc1ccccc1Cl)NC1CCC(NC(=S)Nc2ccccc2Cl)CC1 (configuration not stated)	0.0	0.2	1.1	-0.3	1.2	-11.9	-3.2	-4.5	-1.2
COc1ccc(C(=O)COC(=O)c2ccn(C)n2)cc1	-0.2	-4.5	7.5	-5.5	1.2	-30.2	-1.0	-6.6	14.6
CC(C)C(C(=O)NCC1CCCO1)N(C(=O)CNS(=O)(=O)c1ccc(F)cc1)c1ccccc1 (configuration not stated)	-0.2	-4.6	12.2	-0.7	4.0	4.9	-3.2	-18.7	8.1
CCC1CCc2sc(C(=O)N(C)CC(=O)Nc3cccc(OC)c3)cc2C1 (configuration not stated)	0.0	/	-5.9	/	1.6	-14.5	0.1	/	-8.3
CC(=O)c1ccc(NC(=O)CCc2nnc3ccc(NCc4ccco4)nn23)cc1	0.6	3.4	-3.4	-0.6	3.0	13.3	-3.0	-0.1	10.4
COC(=O)c1sccc1NC(=O)CSc1ccccc1NC(=O)CNC(C)C	0.0	-2.2	1.0	-2.6	-1.2	-0.2	-1.5	0.9	-2.2
COc1ccc(Nc2nnc(SCc3cn4c(C)cccc4n3)s2)cc1	-0.1	-3.0	1.2	10.0	-1.7	-2.9	1.9	5.0	-1.9
CC(C)(C)OC(=O)N[C@@H](C(=O)OC(C)(C)C)c1ccc(Br)cc1	0.3	/	2.5	/	0.2	3.8	1.8	/	2.1
CCOC(=O)CCCNC(=O)COC(=O)c1cccc(F)c1	0.2	-3.4	-5.4	4.2	0.6	6.9	-4.6	-1.2	11.4
Cc1ccc(F)cc1NC(=O)N1CCCN(C(=O)OC(C)(C)C)CC1	-0.1	-6.1	0.9	-3.6	0.7	2.8	-2.6	1.5	-12.7
COc1ccc(NC(=O)c2ccc(-c3ccccc3)cc2)cc1NS(=O)(=O)c1ccc(F)cc1	-0.1	0.6	-27.2	-0.2	4.0	-4.2	0.7	30.1	4.3
COc1ccc(/C=C/C(=O)Nc2cc(C)on2)cc1	-1.2	-1.9	8.3	-1.2	1.6	-9.7	1.0	-10.5	5.2
Cc1nn(Cc2ccccc2)c(Cl)c1/C=C/C(=O)OCC(=O)N1CCCC1=O	-0.1	-5.5	8.5	0.5	2.8	-2.1	1.2	-1.3	2.2
CCc1nnc2n1N=C(c1ccccc1)CS2	-0.1	-4.9	1.2	-1.6	-1.2	-2.5	-2.6	1.4	-3.3
CCOc1ccccc1NC(=O)c1cccc(NC(=O)C(C)C)c1	-0.1	-4.1	8.1	-3.5	2.0	-5.2	0.5	4.1	-2.6

Source: PubChem

An excerpt. The share of hits here may be higher or lower than overall.
